Source: PubChem (several laboratories)
VLA-4 inh: inhibition in human VLA-4 binding assay, primary screen, VLA-4 allosteric modulator project, MLPCN library, flow cytometry, VLA-4 expressing cells | inhibition, % (about 7 µM as worked out from the volumes in the protocol) | ligand binding flow cytometry | Integrin alpha-4 (Homo sapiens), P13612 | 330,000 tested, 0.2% active | AID 2557, 2010; in the data active = inhibition above about 50%
PP5 inh: PP5 phosphatase inhibitors, primary screen, biochemical, fluorescence | purified PP5c, OMFP substrate fluorescence | inhibition, % at 6.7 µM | 320,000 tested, 0.18% active | AID 1987, 2009;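 active = inhibition above the campaign's mean inhibition across all tested compounds plus 3 SD, cut at about 9.5% in these data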;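 also: 0% = DMSO only and 100% = 100 µM cantharidin control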
CTSL1 counter: Fasciola hepatica cathepsin L1 inhibitors, primary screen, counter-screen for PFM18AAP inhibitor project, biochemical, QFRET, fluorogenic peptide substrate | recombinant F. hepatica cathepsin L1, Z-Leu-Arg-MCA fluorescence | inhibition, % at 5.96 µM | 300,000 tested, 0.49% active;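 active = inhibition above the mean of all tested compounds plus 3 SD, set per screening campaign, cut at about 17% in these data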;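 also: 0% = plate median of test compound wells and 100% = 1 µM Z-Phe-Ala-diazomethylketone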
PP1 counter: PP1-alpha phosphatase inhibitors, primary screen, counter-screen for PP5 inhibitor project, biochemical, fluorescence, OMFP substrate, single point. inhibition, % at 6.7 µM. purified PP1alpha. 320,000 tested, 0.9% active. AID 2235, 2010. Serine/threonine-protein phosphatase PP1-alpha catalytic subunit (Homo sapiens), P62136;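 active = inhibition above the mean inhibition of all tested compounds plus 3 SD, computed separately for each screening campaign, cut at about 15% in these data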
core dimer inh: inhibitors of HCV core protein dimerization, primary screen, biochemical, TR-FRET, high-throughput | TR-FRET GST/Flag-core106 dimerization, 1536-well | inhibition, % at 5 µM | 300,000 tested, 0.33% active;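 active = inhibition above the mean of all tested compounds plus 3 SD, set per screening campaign, cut at about 45% in these data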
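System – GST-tagged and Flag-tagged HCV core protein residues 1-106 · Repeats – one well for each compound · Technique – TR-FRET 671 and 617 nm emission · Doses – one concentration, 5 µM, in 0.5% DMSO · Times – 4 h, 22.5 °C incubation · Also added – Eu donor and XL665 acceptor anti-tag antibodies · Measure – percent inhibition of core106 dimerization signal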
proCasp7 act: procaspase-7 activators, primary screen, counter-screen for procaspase-3 activator project, biochemical, absorbance, HTS, human | recombinant procaspase-7, Ac-DEVD-pNA absorbance 405 nm; D23A/D198A/D206A triple mutant, cannot self-cleave; scale: DMSO 0, 5 µM enzyme 100 | activation, % at 8.5 µM | 330,000 tested, 0.093% active | AID 463210, 2010;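 active = percent activation above the screen-wide mean plus 3 SD, cut at about 25% in these data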
Target sequence (P55210 whole entry D23A/D198A/D206A): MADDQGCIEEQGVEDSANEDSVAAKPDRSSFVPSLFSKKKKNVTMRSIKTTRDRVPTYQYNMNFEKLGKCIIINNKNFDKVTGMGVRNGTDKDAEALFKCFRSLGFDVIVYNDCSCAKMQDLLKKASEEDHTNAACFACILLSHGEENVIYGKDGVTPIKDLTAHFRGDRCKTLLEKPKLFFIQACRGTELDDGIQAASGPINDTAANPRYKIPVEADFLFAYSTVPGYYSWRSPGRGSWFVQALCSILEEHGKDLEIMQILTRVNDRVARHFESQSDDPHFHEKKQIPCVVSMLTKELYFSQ
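Material: Procaspase-7 triple mutant (PC-7 D3A) | Quantity: 2 µM procaspase-7 mutant as dispensed | Reagent: DEVD-pNA substrate | Times: 1 h preincubation, 2 h reaction | Technique: 405 nm absorbance of p-nitroaniline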
procasp3 activ: activators of human procaspase-3 D3A mutant, primary screen, biochemical, absorbance, PC-3 D3A mutant, single concentration; Caspase-3 (Homo sapiens), P42574; recombinant procaspase-3 D3A, Ac-DEVD-pNA absorbance 405 nm; activation, % at 8.5 µM; 330,000 tested, 0.11% active; AID 463141, 2010;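 active = activation above the mean of all tested compounds plus 3 SD, cut at about 21% in these data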;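 also: 0% = DMSO alone and 100% = DMSO wells spiked with extra 5 µM PC-3 D3A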
Target sequence (P42574 whole entry D9A/D28A/D175A): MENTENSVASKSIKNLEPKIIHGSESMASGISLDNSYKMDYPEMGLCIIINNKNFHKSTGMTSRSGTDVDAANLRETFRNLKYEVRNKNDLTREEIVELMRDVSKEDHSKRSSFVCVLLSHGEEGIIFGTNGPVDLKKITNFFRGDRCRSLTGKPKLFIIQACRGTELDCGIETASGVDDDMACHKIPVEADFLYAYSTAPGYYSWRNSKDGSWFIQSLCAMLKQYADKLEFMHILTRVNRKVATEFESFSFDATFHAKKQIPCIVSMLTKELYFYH
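Assay system – Procaspase-3 D3A mutant · Benchmarks – DMSO low control, extra-enzyme high control · Technique – 405 nm absorbance of p-nitroaniline, reads at 0 and 120 min · Doses – 8.5 µM nominal · Measure – % activation between DMSO and enzyme-spiked controls · Also added – Ac-DEVD-pNA chromogenic peptide substrate · Schedule – 1 h compound preincubation, 2 h substrate hydrolysis at 25 °C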
GASC-1 inh: inhibitors of GASC-1 histone demethylase, primary screen, biochemical, fluorescence, DELFIA europium. GST-JMJD2C(1-420) H3K9me3 demethylation. inhibition, % at 2.35 µM. 330,000 tested, 0.069% active;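 active = more than half of a compound's replicate wells show inhibition beyond 50%, single wells judged on their own value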;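 also: signal counts dimethyl H3K9 product captured on neutravidin plate; 0% = median of DMSO wells and 100% = 0.3 times that DMSO median; strong numbers were not always called active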
Target sequence (Q9H3R0 1-420 limits assumed): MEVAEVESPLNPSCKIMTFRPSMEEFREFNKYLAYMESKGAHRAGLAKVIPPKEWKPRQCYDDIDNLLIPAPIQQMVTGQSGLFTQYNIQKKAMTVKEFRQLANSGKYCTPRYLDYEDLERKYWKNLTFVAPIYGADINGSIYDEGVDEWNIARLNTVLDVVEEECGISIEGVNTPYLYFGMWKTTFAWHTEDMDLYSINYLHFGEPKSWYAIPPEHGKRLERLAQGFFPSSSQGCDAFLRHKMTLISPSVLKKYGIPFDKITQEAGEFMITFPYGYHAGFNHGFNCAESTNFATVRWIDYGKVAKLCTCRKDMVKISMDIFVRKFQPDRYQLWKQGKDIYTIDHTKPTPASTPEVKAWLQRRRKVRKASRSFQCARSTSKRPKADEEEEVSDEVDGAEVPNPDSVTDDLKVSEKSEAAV
GRK2 inh: compounds blocking aptamer binding on GRK2 – biochemical, human GRK2, bead flow cytometry, HTS, primary screen | Beta-adrenergic receptor kinase 1 (Homo sapiens), P25098 | FAM-aptamer displacement from GRK2 | inhibition of aptamer binding, % at 10 µM | 330,000 tested, 0.59% active | AID 488847, 2010;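 active = inhibition of aptamer binding above 40%, roughly 3 SD of noise, on plates passing a quality check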;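 also: median bead fluorescence of bound FAM aptamer so fluorescent compounds give negative values; no value below 0 was filed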
An asterisk follows results filed as active; / = not tested or not shown; & = joins results of further samples. An unsorted share of the library (roughly 2.6% active in at least one column).

SMILES	VLA-4 inh	PP5 inh	CTSL1 counter	PP1 counter	core dimer inh	proCasp7 act	procasp3 activ	GASC-1 inh	GRK2 inh
O=C(O)c1cnn(-c2nc(-c3cccc([N+](=O)[O-])c3)cs2)c1C(F)(F)F	26	2.5	4	4	-10	-2	-6	1	2
CCCCc1ccc(NC(=S)NCCN2CCOCC2)cc1	7	-1.2	0	-1	10	0	4	6	0
CCn1c(SCC(=O)Nc2ccc(Br)cn2)nnc1C1CC1	-3	0.5	1	-2	4	-7	4	3	15
CN(Cc1ccccc1)C(=O)c1[nH]cnc1C(=O)NCC(=O)OCc1ccccc1	15	0.1	-2	1	-3	-5	7	-1	0
Cc1cccc(S(=O)(=O)NCC2CCCO2)c1 (stereo not given)	-7	-1.1	3	-3	-3	5	0	-22	1
O=C(Cn1c(=O)oc2cc(S(=O)(=O)N3CCCCC3)ccc21)N1CCc2ccccc21	-3	-2.6	3	-4	8	6	-1	6	0
CCOC(=O)/C=C1\NC(=O)C(C)S1 (stereo not given)	28	-2.2	-4	-4	-3	1	-7	3	2
CCOC(=O)c1ccc(NC(=O)CN2C(=O)NC3(CCC(C)CC3)C2=O)cc1 (stereo not given)	-3	-1.6	-2	-2	-2	7	2	-1	0
CC(=O)c1cccc(NC(=O)N2CCCC2C(=O)NCc2ccc(F)cc2)c1 (stereo not given)	14	1.6	-3	1	-8	7	0	-9	0
O=C(CCCOc1ccc(Cl)cc1)NCCc1ccccc1	-83	2.2	-1	0	7	-9	1	-2	1
O=C(CNC(=O)c1ccco1)OCc1ccc(Br)cc1	7	0.1	-4	-1	-6	-2	-3	22	0
COc1ccc(NC(=O)CC(c2ccc(F)cc2)c2ccc(OC)cc2)cc1 (stereo not given)	25	-3.3	-7	8	-5	-11	0	-4	0
CCc1c(C)sc(NC(=O)CCc2ccc(OC)cc2)c1C(N)=O	6	1.0	-2	-3	5	4	-1	-5	1
COCCNC(=O)C(c1cccs1)N(C(=O)Cn1nnc2ccccc21)c1cccc(C)c1 (stereo not given)	-4	-1.4	-3	1	2	4	1	-19&-2	0
CC(=O)Nc1ccccc1NC(=O)c1cc(C)ccc1C	5	0.2	0	-5	2	5	2	6	0
CCOC(=O)C1CCCN(C(=O)c2ccc3c(=O)n(CCOC)c(=S)[nH]c3c2)C1 (stereo not given)	-4	-0.9	-2	-5	-1	8	6	29	0
Cc1nnc(N2C(=O)C(O)=C(C(=O)c3ccco3)C2c2cccc([N+](=O)[O-])c2)s1 (stereo not given)	12	-1.6	5	-1	4	0	-3	8	0
O=C(Nc1ccc2[nH]ccc2c1)c1ccccc1	10	0.3	0	-2	1	13	0	-2	0
COc1cccc(OC)c1C(=O)Nc1ccncc1	5	-0.6	-2	0	10	-8	0	19	4
COc1cccc(C(=O)N2CCN(c3ccccn3)CC2)c1	8	0.8	-8	2	-8	4	6	3	0
COc1cccc(-n2nnc3c(=O)n(Cc4ccc(Cl)cc4)cnc32)c1	-7	2.5	-1	2	1	-4	-7	14	0
NC(=S)N/N=C/c1cc([N+](=O)[O-])ccc1OCCOc1ccccc1	-24	-0.1	81*	1	10	-4	-7	3	0
Cc1cc(C)n2nc(C(=O)OCC(=O)c3ccc(F)cc3)nc2n1	-3	-1.7	-1	-3	14	5	7	4	0
Cc1ccc(CNC(=O)c2cccnc2)cc1	23	-0.1	2	-1	-2	1	-1	4	0
Cc1cc(C(=O)OCC(=O)N2CCCC2)c2ccccc2n1	-5	8.9	1	-2	-1	13	3	-7	0
COc1ccc(-n2c(COc3ccc(C)cc3)nnc2SCC(N)=O)cc1	-3	0.4	-2	3	-4	-7	5	/	0
CNS(=O)(=O)c1cc(OCC(N)=O)c(C)cc1Cl	6	-1.5	4	1	3	3	7	-27	0
CC(=O)c1cccc(NC(=O)c2ccco2)c1	10	0.6	-3	-1	-1	2	4	3	1
Cc1cccc(OCC(=O)Nc2ccc(S(=O)(=O)Nc3cc(C)nc(C)n3)cc2)c1	-208	-1.8	-1	-2	-1	-2	-3	-1	1
COc1ccccc1OCC(=O)Nc1ccc2c(c1)C(=O)N(CC1CCCO1)C2=O (stereo not given)	5	0.2	-3	-3	0	11	5	1	1
CC(=O)Nc1ccc(S(=O)(=O)NCCOc2ccc(Cl)cc2C)cc1	2	2.9	-4	-2	-2	-2	4	-4	2
CC(=O)Oc1ccc(C(=O)c2ccccc2)c(OC(C)=O)c1	15	-1.2	-26	6	-14	-16	-1	12	3
COc1cc(/C=C(/C#N)c2nc3ccccc3[nH]2)ccc1OCc1ccc(C(=O)O)o1	-18	5.5	20*	13	4	-5	5	16	0
NC(=O)c1nsc(C(=O)N(CC(=O)NCc2ccccc2)c2ccc(F)cc2)c1N	3	1.1	1	-2	-9	7	3	5	3
COc1cccc(OC)c1C1=NC(C)(C)CO1	4	-2.0	-4	-3	2	5	6	4	0
S=C(Nc1ccc2snnc2c1)N1CCN(c2ccccn2)CC1	5	2.0	-8	-1	11	-10	-4	-11	5
O=C(CCn1c(=O)c2sccc2n(CC(=O)OCc2ccccc2)c1=O)NCc1ccccc1	-8	-1.4	-1	1	-1	10	4	14	6
CCOC(=O)c1c(NC(C)=O)sc2c1CCC(C=O)=C2Sc1ccccc1	-66	1.8	0	-1	10	-35	-21	-13	0
CC(C)OC(=O)c1ccc(N)cc1	-9	1.5	1	3	-8	-8	-2	-10	0
CCOc1cccc2cc(C(=O)Oc3ccc(OC)cc3)c(=O)oc12	2	1.0	-5	1	-4	-2	-2	-14	2
CCCOc1ccc(-c2nnc(-c3ccco3)o2)cc1	2	-1.3	1	-1	7	-6	-4	1	3
O=[N+]([O-])c1cc(CN2CCN(c3ccccc3)CC2)c(O)c2ncccc12	3	3.2	1	19*	-8	-12	-7	-21	0
[O-]/C(=C(\C(=S)Nc1cccc2ccccc12)[n+]1ccccc1)c1ccc(Cl)s1	-29	3.0	1	2	26	-19	-2	1	3
CON(C)C(=O)CC(CN(Cc1ccccc1)C(=O)OC(C)(C)C)c1ccc(Cl)cc1 (stereo not given)	10	/	/	/	/	7	5	-2	8
CN1CCN(S(=O)(=O)c2cccc(C(=O)Oc3cccc(Br)c3)c2)CC1	0	-1.9	2	-5	-4	-1	8	4	0

Gathered by group, the compounds so far with a thiophene ring, fused or not (5)
SMILES	VLA-4 inh	PP5 inh	CTSL1 counter	PP1 counter	core dimer inh	proCasp7 act	procasp3 activ	GASC-1 inh	GRK2 inh
CCc1c(C)sc(NC(=O)CCc2ccc(OC)cc2)c1C(N)=O	6	1.0	-2	-3	5	4	-1	-5	1
COCCNC(=O)C(c1cccs1)N(C(=O)Cn1nnc2ccccc21)c1cccc(C)c1 (stereo not given)	-4	-1.4	-3	1	2	4	1	-19&-2	0
O=C(CCn1c(=O)c2sccc2n(CC(=O)OCc2ccccc2)c1=O)NCc1ccccc1	-8	-1.4	-1	1	-1	10	4	14	6
CCOC(=O)c1c(NC(C)=O)sc2c1CCC(C=O)=C2Sc1ccccc1	-66	1.8	0	-1	10	-35	-21	-13	0
[O-]/C(=C(\C(=S)Nc1cccc2ccccc12)[n+]1ccccc1)c1ccc(Cl)s1	-29	3.0	1	2	26	-19	-2	1	3

Continued.
SMILES	VLA-4 inh	PP5 inh	CTSL1 counter	PP1 counter	core dimer inh	proCasp7 act	procasp3 activ	GASC-1 inh	GRK2 inh
CCCCn1c(-c2csc(C(C)C)c2)n[nH]c1=S	0	-0.4	11	5	4	-26	-24	-5	0
CC(=O)Nc1ccc(/C=C/c2nc3ccccc3[nH]c2=O)cc1	-11	3.0	-2	0	-5	5	-5	0	0
CCOC(=O)Cc1csc(NC(=O)c2ccc(Cl)s2)n1	-1	1.5	0	0	-8	-3	6	-10	31
CSC1=NC(C)(C)C=C(/C=C/c2ccc(Cl)cc2)N1	2	1.9	-2	2	0	3	-2	-2	0
Cn1c(=O)[nH]c2ccc([N+](=O)[O-])nc21	18	1.1	-2	-2	-5	1	-2	3	0
COc1ccc(-c2cc3ccccc3oc2=O)cc1NC(=O)c1ccc([N+](=O)[O-])o1	-8	0.8	9	11	16	10	-1	5	0
Cc1ccc(NC(=O)COC(=O)CCC(=O)c2ccc(Cl)cc2)cc1S(=O)(=O)N(C)C	-1	1.4	-31	1	4	5	9	5	3
O=[N+]([O-])C(/C=C(\Cl)[N+](=O)[O-])=C(N1CCCCC1)N1CCCCC1	11	0.1	-1	-2	-4	-8	-10	-2	0
O=C(Nc1ccccc1)Nc1ccc(-n2ccc(C(F)(F)F)n2)cc1	3	3.0	-1	2	-2	3	9	-1	3
O=c1c2c(-c3ccc([N+](=O)[O-])cc3)csc2nc2n1CCCCC2	6	2.6	-7	-2	5	-4	2	-19	1
O=C(Nc1ccccc1)Nc1ccc2ocnc2c1	-4	2.9	-6	-9	6	-20	-13	-7	3
COc1ccc(N2CC(C(=O)NCCCN3CCOCC3)CC2=O)cc1 (stereo not given)	-10	1.9	0	-4	-15	3	8	0	1
Cc1cc(C)nc(/N=C(\N)Nc2cccc(OCc3ccccc3)c2)n1	-17	-0.4	10	0	-2	5	-5	-4	0
CCOCCCNC(=O)c1ccc2c(=O)n(Cc3ccc(OC)cc3)c(=O)[nH]c2c1	4	-1.1	-3	-4	2	-2	15	12	4
Cn1c(SCC(N)=O)nnc1C1CCN(S(=O)(=O)c2ccccc2C(F)(F)F)CC1	9	1.1	5	-2	-4	9	-10	25&0	0
O=C(NC(Cc1ccccc1)C(=O)O)/C(=C/c1cccc([N+](=O)[O-])c1)NC(=O)c1ccco1 (stereo not given)	-5	0.2	2	3	6	0	3	3	1
Cc1ccc2oc(=O)c3cnn(CC(=O)Nc4cc(-c5cccc(F)c5)no4)c3c2c1	-12	1.5	0	-1	-6	11	1	14	0
CC(C)=CCc1c2c(c(O)c3c(=O)c4c(oc13)-c1cc(O)c(O)cc1OC4C=C(C)C)C=CC(C)(C)O2 (stereo not given)	-4	-0.1	-2	-6	-3	7	1	-10	1
Cc1c(C(=O)O)oc2c1C(=O)CC(C)(C)C2	8	0.3	-3	-3	4	5	6	-1	0
CC(=O)Nc1ccc(S(=O)(=O)NC(CSc2ccc(C(=O)O)cc2[N+](=O)[O-])C(=O)O)cc1 (stereo not given)	22	-1.3	-1	-1	-2	3	-3	5	0
COc1ccc(NC(=O)CN(C)CC(=O)c2c(C)[nH]c3ccccc23)cc1	0	1.0	/	-3	/	5	-1	0	1
